14-3-3 PPI: modulators of 14-3-3 gamma protein binding, primary screen, biochemical, fluorescence polarization. 14-3-3 protein gamma (Homo sapiens), P61981. FP, 14-3-3gamma / TMR-pS259-Raf peptide binding. inhibition, % at 40 µM. 160,000 compounds, 0.19% hits. AID 422, 2006; in the data active = inhibition above about 30%;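 also: 0% = protein plus tracer without compound and 100% = blank with tracer alone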
Target sequence (P61981 whole entry, looked up): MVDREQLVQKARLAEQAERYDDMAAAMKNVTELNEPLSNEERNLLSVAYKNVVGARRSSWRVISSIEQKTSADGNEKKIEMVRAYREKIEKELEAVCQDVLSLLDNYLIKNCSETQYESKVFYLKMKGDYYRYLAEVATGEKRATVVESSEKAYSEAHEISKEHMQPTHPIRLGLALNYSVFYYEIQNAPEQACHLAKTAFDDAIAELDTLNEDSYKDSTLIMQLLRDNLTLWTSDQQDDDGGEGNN
Active calls of the source: *; & = joins results of further samples. Not all compounds are listed; rates above refer to the full screens.

SMILES | 14-3-3 PPI
CCCCCSc1nnc2c(n1)OC1(Nc3ccccc3-2)C(=O)Nc2ccc(Br)cc21 (stereo not drawn) | -61
O=C(Nc1ccccc1Cl)c1ccccc1Oc1ccc(C(F)(F)F)cc1[N+](=O)[O-] | -9
Cc1ccc(NC(=O)CS(=O)CC(=O)Nc2cccc(C)c2C)cc1F (stereo not drawn) | -3
CC(=O)N1CCc2cc(Br)cc(S(=O)(=O)CCC(=O)Nc3cccc(C)c3)c21 | -7
CNC(=O)Nc1cccc(NC(=O)NC)n1 | 5
c1cc2nnnn2nc1N1CCCCC1 | 0
O=C(c1ccc(Br)o1)N1CCN=C1SCc1ccccc1 | 1
CCOCCOC(=O)C1=C(C)NC(=O)NC1c1ccc(C)cc1 (stereo not drawn) | 11
CCOC(=O)C1=C(C)NC(=O)NC1c1ccc(OCc2ccccc2)cc1 (stereo not drawn) | 1
CN(Cc1ccccc1)C(=O)C1c2ccccc2C(=O)N(C)C1c1cccs1 (stereo not drawn) | 3
O=S(=O)(c1cccc(-c2nc3ccccc3s2)c1)N1CCCC1 | -4
Cc1ccc(-c2noc(CCC(=O)N(C)c3ccccc3C)n2)cc1 | -1

3 compounds from above, sorted by number of heavy atoms, descending.
SMILES | 14-3-3 PPI
CCCCCSc1nnc2c(n1)OC1(Nc3ccccc3-2)C(=O)Nc2ccc(Br)cc21 (stereo not drawn) | -61
CC(=O)N1CCc2cc(Br)cc(S(=O)(=O)CCC(=O)Nc3cccc(C)c3)c21 | -7
c1cc2nnnn2nc1N1CCCCC1 | 0

Next structures.
SMILES | 14-3-3 PPI
Brc1ccc(CSc2nnc(Cc3c[nH]c4ccccc34)o2)cc1 | -4&-4
Cc1ccnc(NS(=O)(=O)c2ccc(NS(=O)(=O)c3c(C(C)C)cc(C(C)C)cc3C(C)C)cc2)n1 | -7
COc1ccc(S(=O)(=O)N2CCN(S(=O)(=O)c3ccccc3)CC2)cc1 | 11
O=C(Nc1nc(-c2ccccn2)cs1)C1CC1 | -2
Cc1cc(=O)oc(C)c1C(=O)OCC(=O)c1ccccc1 | -8
O=C(O)C12CC3(Br)CC(Br)(CC(Br)(C3)C1)C2 | -6
CCSc1nnc(NC(=O)c2sc3nc(C(F)(F)F)cc(C)c3c2N)s1 | -165
Cc1ccnc(SCC(=O)N2CCN(c3cccc(Cl)c3)CC2)n1 | -12
CCC(Sc1nnc(C)s1)C(=O)Nc1nccs1 (stereo not drawn) | 3
COC(=O)C1CCN(C(=O)C(C)Oc2ccc(Cl)cc2Cl)CC1 (stereo not drawn) | -9
Cc1cc(-c2c(C)n([O-])c(C)c(C)[n+]2=O)ccc1F | -8
CC1=C(C(=O)N2CCOCC2)C(c2ccccc2F)n2c(nc3ccccc32)N1 (stereo not drawn) | -1

The list continues.
SMILES | 14-3-3 PPI
O=C(Nc1cc(C(F)(F)F)ccc1Cl)c1cccc(NC(=O)C(F)(F)F)c1 | -16
Cc1cc(NCCCN(C)C)n2c(nc3ccccc32)c1C#N | -19
CCCCOC(=O)c1ccccc1N1C(=O)C2C3CCC(C3)C2C1=O (stereo not drawn) | -11
O=S1(=O)CC2C(C1)N(c1ccccc1)C(=S)N2c1ccccc1 (stereo not drawn) | -11
COC(CCN(C)C)(c1ccccc1)c1ccccc1 | -4
CCc1ccc(-n2c(N)c(C(=O)OC)c3nc4ccccc4nc32)cc1 | -49
Cc1ccc2[nH]c3c(NCc4ccco4)ncnc3c2c1 | -25
CCOC(=O)c1sc2nc(SCc3ccccc3C)n(CC3CCCO3)c(=O)c2c1C (stereo not drawn) | -3
COc1ccc(C2CCCN2C(=O)c2cccs2)cc1 (stereo not drawn) | -3
O=C(Oc1cccc2cccnc12)c1cccc(-n2cnnn2)c1 | -5
NC(=O)C1CCN(c2ccc(C(=O)O)cc2[N+](=O)[O-])CC1 | 0
CC(C)CCNC(=O)CN1C(=O)c2ccccc2C1=O | 2

Carrying on:
SMILES | 14-3-3 PPI
CCN(CC(F)(F)C(F)F)S(=O)(=O)c1ccc(NC(=O)OC)cc1 | -8
O=C1CSC(c2ccccc2Br)N1c1ccc(Cl)cn1 (stereo not drawn) | -2
CCC(C(=O)Nc1ccncc1)c1ccccc1 (stereo not drawn) | -3
CC(C)(C)c1nc2scc(-c3ccc(Cl)cc3)c2c(=O)o1 | 4
COc1ccc(C2C(C(=O)N(C)c3ccc(Cl)cc3)c3ccccc3C(=O)N2C)cc1 (stereo not drawn) | 1
OCCN1CCN(C(=S)c2ccc(Cl)c(Cl)c2)CC1 | -4
O=C(O)C(CCCCN1C(=O)c2ccccc2C1=O)N1C(=O)c2ccccc2C1=O (stereo not drawn) | -6
COc1ccc(OC)c(NC(=O)CCN2CCN(Cc3ccccc3)CC2)c1 | -1&0
N#CCc1ccc(NC(=O)c2ccccc2Br)cc1 | -3
COc1ccc(CCNc2nc(C)cc(=O)[nH]2)cc1OC | -4
Cc1cccc(-c2nc(NCCO)c3ccccc3n2)c1 | -87
Cn1c(OCc2cccnc2)nc2c1c(=O)n(Cc1ccccc1)c(=O)n2C | 0

2 of these compounds in a different format.
14-3-3 PPI,compound
-87,Cc1cccc(-c2nc(NCCO)c3ccccc3n2)c1
-6,O=C(O)C(CCCCN1C(=O)c2ccccc2C1=O)N1C(=O)c2ccccc2C1=O (stereo not drawn)

Next section
SMILES | 14-3-3 PPI
Cc1cccc(OCC(=O)Nc2cc3nn(-c4ccc(Cl)cc4)nc3cc2C)c1 | -5
Cc1cc(NC(=O)c2ccc(Br)c(S(=O)(=O)N3CCCC3)c2)no1 | 9
CC1CC(C)CN(CCCNC(=O)c2ccc3c(c2)ncn3C2CCCCC2)C1 (stereo not drawn) | -5
CCc1ccc(NC(=O)CCN2C(=O)C3C4C=CC(C4)C3C2=O)cc1 (stereo not drawn) | 2
CCOc1ccc(N(C)S(=O)(=O)c2ccc3[nH]cc(C(=O)N(CC)CC)c(=O)c3c2)cc1 | -33
Cc1noc(NS(=O)(=O)c2ccc(N3CC(O)=C(c4ccccc4)C3=N)cc2)c1C | -13
CC(=O)Oc1c(Cl)cc(N(C(C)=O)S(=O)(=O)c2ccc(C)cc2)c2ccccc12 | -17
Cc1ccc(C(c2c(C)n(C)n(-c3ccccc3)c2=O)c2c(C)n(C)n(-c3ccccc3)c2=O)s1 | 1
CC(C)C(C(=O)C=[N+]=[N-])N1C(=O)c2ccccc2C1=O (stereo not drawn) | 1
COc1ccc(C2=NOC(C(=O)Nc3cc(Br)ccc3O)C2)cc1OC (stereo not drawn) | -5
O=C(Nc1ccon1)c1csc2ccccc12 | -5
CN1CCN(C(=O)c2ccc(CS(=O)(=O)c3c(Cl)cccc3Cl)o2)CC1 | 3

The results go on:
SMILES | 14-3-3 PPI
O=C1C(=O)N(CCN2CCOCC2)C(c2cccs2)/C1=C(\O)c1ccc(S(=O)(=O)N2CCOCC2)cc1 (stereo not drawn) | -14
Cn1c(SCC(=O)NCc2ccccc2)nc2ccccc21 | -8
O=C(Nc1c2c(nn1-c1ccc(Cl)cc1)CS(=O)(=O)C2)c1ccccc1[N+](=O)[O-] | -7
Cc1ccc(S(=O)(=O)N2CCC(N3CCCCCC3)CC2)cc1 | 8
COc1ccc2nc(N3CCCC(C(=O)NCCCN4CCCCC4C)C3)sc2c1 (stereo not drawn) | -6
Cn1c(CNC(=O)Nc2ccccc2Cl)nnc1SCc1ccccc1 | -6
CCOC(=O)c1ccc(NCc2nc3ccccc3[nH]2)cc1 | -2
Cc1ccc(-c2cc3nc(C)c(C)c(C(C)(C)C)n3n2)cc1 | -4
O=C(CCn1c(=S)[nH]c2ccccc2c1=O)NCCC1=CCCCC1 | -7
O=S(=O)(c1cccs1)N1CCN(C/C=C/c2ccccc2)CC1 | -8
CCOC(=O)c1csc(NC(=O)CSc2nnc(C3CC3)n2C)n1 | -6
CC1Cc2ccccc2N1C(=O)CSc1nnc(CSc2ncccn2)n1C (stereo not drawn) | 0

More results:
SMILES | 14-3-3 PPI
CCOC(=O)c1cccc(NC(=O)Cn2c(CC(=O)NC)nc3ccccc32)c1 | -6
O=C(CCn1c(=S)[nH]c2ccsc2c1=O)NCCC1=CCCCC1 | -8
CCCCNC(=O)C1CCN(S(=O)(=O)c2cnc[nH]2)CC1 | 2
COc1ccc(Cl)cc1N(CC(=O)N1CCC(Cc2ccccc2)CC1)S(=O)(=O)c1ccccc1 | 2
COc1cccc2c1OC1(C)CC2NC(=O)N1c1cccc(C(=O)NCCc2ccccc2)c1 (stereo not drawn) | -2
CSc1ccccc1C(=O)Nc1cc(C(F)(F)F)cc(C(F)(F)F)c1 | 5
CCC(Sc1nc2ccc(Br)cc2c2nc3ccccc3n12)C(=O)N1CCOCC1 (stereo not drawn) | 4
CS(=O)(=O)Nc1ccc(C2=NN(C(=O)c3cccc(Cl)c3)C(c3cccs3)C2)cc1 (stereo not drawn) | -195
Cc1oc2cc(O)ccc2c(=O)c1Oc1ccc(F)cc1 | -9
CC1=C(C(=O)N2CCCCC2)C(c2ccc(Cl)cc2)n2c(nc3ccccc32)N1 (stereo not drawn) | 8
COc1ccc(CNCC2OCCc3ccccc32)c(OC)c1 (stereo not drawn) | -1
O=C(Nc1cccc(C(F)(F)F)c1)c1ccc(F)c(S(=O)(=O)N2CCCc3ccccc32)c1 | 3

2 of these compounds, set out differently.
canonical_smiles: CC1=C(C(=O)N2CCCCC2)C(c2ccc(Cl)cc2)n2c(nc3ccccc32)N1 (stereo not drawn)
  14-3-3 PPI = 8
canonical_smiles: CCOC(=O)c1cccc(NC(=O)Cn2c(CC(=O)NC)nc3ccccc32)c1
  14-3-3 PPI = -6

The results go on:
SMILES | 14-3-3 PPI
N#Cc1c2c(c(-n3ccnc3)n3c1nc1ccccc13)CCC2 | -12
CC(=O)c1ccc(N(C)C)c2c(N(C)C)cccc12 | 1&-1
CCN(CC)CC(=O)Nc1ccc2c(c1)Nc1ccccc1CC2 | -14
CCOC(=O)c1ccc(N2C(=S)NC3c4cc([N+](=O)[O-])ccc4OC2(C)C3C)cc1 (stereo not drawn) | 6
COc1ccc(C2C(C(=O)N3CCC(C)CC3)CCC(=O)N2c2ccc(OC)cc2)cc1 (stereo not drawn) | 0
COc1cccc(C2=CC(c3cc(OC)c(OC)c(OC)c3)n3ncnc3N2)c1 (stereo not drawn) | -5
Cc1ccc2sc(-c3ccc(NCc4ccccc4OCC(=O)N4CCOCC4)cc3)nc2c1 | -15
O=C(NCCCN1CCOCC1)c1ccc2c(c1)N(Cc1ccccc1)C(=O)c1ccccc1S2 | 2
CCOC(=O)C1CCCN(C(=O)c2ccc3c(=O)n(CCOC)c(=S)[nH]c3c2)C1 (stereo not drawn) | 7
CN(CC(=O)NC1CCCCC1)S(=O)(=O)c1cccs1 | -4
Cc1cccc(N2CCN(C(=O)C3CCC(Cn4c(=S)[nH]c5ccccc5c4=O)CC3)CC2)c1C (stereo not drawn) | -8
Cc1[nH]c(=O)[nH]c(=O)c1S(=O)(=O)N1CCCC(C(=O)N2CCC(Cc3ccccc3)CC2)C1 (stereo not drawn) | -3

Other results follow.
SMILES | 14-3-3 PPI
COc1ccc(-c2cc(C(F)(F)F)nc(N)n2)cc1OC | 2
CC(C)n1c(C(=O)OCC(=O)NCc2ccc3c(c2)OCO3)cc2occc21 | -6
Cc1ccc(-c2cc(N)n3nc(-c4ccc(C)cc4)cc3n2)cc1 | -9
O=C(O)C1=CCNCC1 | -6
CCOc1cc2nc3c4cc(Br)ccc4n(CC)c3nc2cc1OCC | -13
N#Cc1c(-c2ccco2)nc(SCc2ccc(F)cc2)[nH]c1=O | -4
CCN1CCN(CC(=O)Nc2sc3c(c2C(N)=O)CCCC3)CC1 | -13
CC1=C(C(=O)Nc2cccc(C(F)(F)F)c2)C(c2ccccc2C(F)(F)F)C2=C(CCCC2=O)N1 (stereo not drawn) | -1
Cc1ccc2oc(-c3cc(NC(=O)c4ccco4)ccc3O)nc2c1 | -26
CCOC(=O)N1CCC(NC(=O)c2cc(S(=O)(=O)N3CCOCC3)ccc2F)CC1 | 1
OC1CCC2OC1CCC2O (stereo not drawn) | -4
Cn1c(SCc2nc3ccccc3n2CCO)nc2ccccc21 | -1&-12

Next compounds:
SMILES | 14-3-3 PPI
CCN(CC)S(=O)(=O)c1ccc(C(=O)Nc2nc3c(OC)cccc3s2)cc1 | 1
COC(=O)c1sc(=S)n(-c2c(C)cccc2C)c1N | -8
CCOc1nn(-c2nc(-c3ccccc3)cc(C(F)(F)F)n2)cc1[N+](=O)[O-] | -3
O=C(CN1CCN(S(=O)(=O)c2ccc(F)cc2)CC1)Nc1ccc(Oc2ccccc2)cc1 | 0
COc1ccc(NC(=O)CN2CCC3(O)CCCCC3C2c2ccccc2OC)cc1 (stereo not drawn) | -4
CCCN1C(=O)c2ccccc2NC1c1ccc(OC)cc1O (stereo not drawn) | -10&-4
N#CC1=C2SCN(c3ccc(F)cc3)CN2C(=O)CC1c1cccc(F)c1 (stereo not drawn) | 4
CCOc1ccc2cc(C#N)c(SCC(=O)NC(C)CC)nc2c1 (stereo not drawn) | -26
CC(C)(C)c1cnnn1-c1ccc(NC(=O)c2ccc(Br)o2)cc1 | -1
Cc1nc(SC2C=CS(=O)(=O)C2)n[nH]1 (stereo not drawn) | -1
Fc1ccccc1CSc1nnc(-c2cnccn2)n1Cc1ccco1 | 1
O=c1[nH]cnc2c1ncn2C1OC(CCl)C(O)C1O (stereo not drawn) | -3
O=C(Nc1c2c(nn1-c1cccc(Cl)c1)CS(=O)(=O)C2)c1ccc([N+](=O)[O-])cc1 | 11

Some values from above.
COc1ccc(NC(=O)CN2CCC3(O)CCCCC3C2c2ccccc2OC)cc1 (stereo not drawn) | 14-3-3 PPI: -4
CCOc1ccc2cc(C#N)c(SCC(=O)NC(C)CC)nc2c1 (stereo not drawn) | 14-3-3 PPI: -26
CC(C)(C)c1cnnn1-c1ccc(NC(=O)c2ccc(Br)o2)cc1 | 14-3-3 PPI: -1
O=C(CN1CCN(S(=O)(=O)c2ccc(F)cc2)CC1)Nc1ccc(Oc2ccccc2)cc1 | 14-3-3 PPI: 0
